Source: PubChem BioAssay
PMI inhibitors – MPI enzyme activity inhibition – biochemical, fluorescence intensity, coupled assay, primary screen (AID 1209). purified PMI enzyme, coupled fluorescence intensity; higher % means a stronger effect. 190,000 compounds, 0.42% hits. inhibition, % at 20 µM; hits with a dose series show IC50 in µM;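 further: plate controls were DMSO vehicle for no effect and wells lacking substrate for full effect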
XIAP displacement – XIAP antagonists, biochemical, IAP family, fluorescence polarization (AID 1018); XIAP BIR domain, fluorescence polarization peptide displacement; higher % means a stronger effect; displacement, % at 20 µM, or IC50 in µM where a hit was titrated; 200,000 compounds, 0.007% hits; in the data active means displacement above about 50%; further: a part of the inactive calls stands beside numbers as strong as those of hits
TNAP activation fold – stimulation of alkaline phosphatase TNAP activity – biochemical, luminescent, no phosphate acceptor, uHTS, primary screen (AID 1001). 200,000 compounds, 0.03% hits. purified TNAP, luminescent activation assay, no phosphate acceptor; higher activation fold means a stronger effect. activation fold at 20 µM; hits with a dose series show EC50 in µM; in the data active means activation fold from about 3, or a potency from the dose series; inactive means the rest, 99 in 100 with activation fold below about 1.6; further: many of its hits are not listed in these tables
PMI inhibition – MPI inhibition at elevated mannose 6-phosphate – biochemical, fluorescence intensity, high mannose 6-phosphate, primary screen (AID 1220); 190,000 compounds, 0.66% hits; recombinant PMI enzyme, coupled fluorescence intensity; higher % means a stronger effect; inhibition, % at 20 µM, or IC50 in µM where a hit was titrated
LYP phosphatase – inhibitors of LYP phosphatase, biochemical, fluorescence intensity, uHTS (AID 1779); 290,000 compounds, 0.054% hits; one-dose inhibition, % at 11.5 µM; IC50 in µM for titrated hits; recombinant LYP phosphatase, fluorescence intensity; higher % means a stronger effect;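 further: plate controls were vehicle with enzyme for no effect and no enzyme for full effect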
Myeloid diff 2 – promotes myeloid progenitor differentiation | calls only at 10 µM | ER-HoxA9 myeloid progenitors, lysozyme-GFP differentiation, flow cytometry | 360,000 compounds, 1% hits;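 active means normalized GFP-positive differentiation at or above the plate's own cutoff, the solvent-only control mean plus 3 SD; inconclusive means no clear call, values can overlap the other calls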;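 further: cells exposed to compound for four days before flow analysis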
CSM14.1 death rescue – protection against thapsigargin-triggered cell killing – 384-well, CSM14.1, ATP luminescence, primary screen (AID 1222). CSM14.1 thapsigargin-induced death rescue, ATP luminescence; higher % means a stronger effect. cellular ATP content (survival), % at 20 µM, or EC50 in µM where a hit was titrated. 190,000 tested, under 10 active;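 active means EC50 below 50 µM in the dose-response confirmation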;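 further: death triggered by thapsigargin at about 15 µM added after 2 h compound pretreatment; cell ATP read after overnight thapsigargin exposure of roughly 18 to 22 hours; normalized against plate controls of thapsigargin alone and 5% DMSO vehicle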
M17LAP inhibition – P. falciparum M17LAP inhibitors, primary screen, biochemical, fluorogenic H-Leu-NHMec substrate, 1536-well (AID 1619); recombinant M17LAP, H-Leu-NHMec fluorogenic kinetic assay; higher % means a stronger effect; one-dose inhibition, % at 30 µM; IC50 in µM for titrated hits; 220,000 compounds, 0.38% hits;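 active means compound inhibiting the enzyme by more than half at any dose during confirmatory dose-response retesting; inconclusive means strong single-dose inhibitors picked by rank but not retested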;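 further: plate controls were full reaction with DMSO carrier for no effect and no enzyme background for full effect; strong numbers were not always called active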
P. falciparum M1AAP – P. falciparum M1AAP inhibitors, biochemical, fluorogenic H-Leu-NHMec substrate, 1536-well (AID 1445) | recombinant M1AAP, H-Leu-NHMec fluorogenic kinetic assay; higher % means a stronger effect | inhibition, % at 30 µM; hits with a dose series show IC50 in µM | 220,000 compounds, 0.42% hits;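 active means primary inhibition above the hit cutoff, then over 50% inhibition at one or more dose response concentrations, cut at about 23% in these data, passing the limit was not always enough; inconclusive means conflicting primary data, or primary hits not chosen for dose response; inactive means low primary inhibition, or under 50% at every dose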;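 further: plate controls were DMSO full reaction for no effect and no enzyme background for full effect; strong numbers were not always called active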
Myeloid diff 2 GFP+ MAC1+ % – also measured in Myeloid diff 2; calls as there; GFP+ MAC1+ double positive, %; measured here: differentiation confirmed by MAC1 staining
* = called active by the depositor; i = inactive; u = inconclusive; x = no result given. Unless noted, no stated cut-off is given here; in the data, active means inhibition above about 50%; inactive means the rest.

SMILES | PMI inhibitors | XIAP displacement | TNAP activation fold | PMI inhibition | LYP phosphatase | Myeloid diff 2 | Myeloid diff 2 GFP+ MAC1+ % | CSM14.1 death rescue | M17LAP inhibition | P. falciparum M1AAP
COCCNC(=O)CN(CC1CCCO1)C(=O)CCC(=O)Nc1ccccn1 (stereo not drawn) | 6% | -3.3% | 1.1 | -1% | -11% | i | 1.2 | -2.7% | 6% | 10%
O=C(O)CCc1nn2cc(-c3ccccc3)nc2[nH]c1=O | -27% | -7.9% | 1.1 | -31% | -2% | i | 1.6 | -1.0% | -25% | 13%
CC(C)N(C(=O)CSc1nc2ccccc2n1-c1ccccc1)C(C)C | -3% | -3.2% | 1.1 | -18% | -6% | i | 7.4 | -0.1% | 3% | 5%
COc1ccc(Cc2nc(-c3cccs3)no2)cc1 | 6% | -4.1% | 1.1 | 10% | -5% | i | 0.0 | -1.3% | 2% | 6%
O=C(N/N=C/c1sc(N2CCOCC2)nc1-c1ccccc1)c1cccc(S(=O)(=O)N2CCCC2)c1 | 2% | -3.1% | 1.1 | 1% | 13% | u | x | 1.7% | -5% | 3%
O=C1NC2NC(=O)N(C(Cc3ccccc3)C(=O)O)C2N1 (stereo not drawn) | -10% | -11% | 1.1 | -9% | 1% | i | 1.5 | -0.2% | -2% | 10%
O=c1oc2ccccc2cc1-c1nc2ccccc2o1 | -4% | -5.8% | 1.1 | -4% | -52% | i | 12 | -1.7% | -121% | 12%
CCCC12CN3CC(C)(CN(C1)C3c1ccco1)C2=O (stereo not drawn) | -22% | -6.2% | 1 | -21% | -9% | i | 0.4 | 1.1% | 1% | 1%
Cc1ccc2[nH]ccc(=O)c2c1 | 9% | -3.6% | 1.1 | 5% | -7% | i | 1.3 | -0.5% | 19% | 0%
Cc1ccc(C(=O)Nc2nc(-c3cccnc3)cs2)o1 | -11% | -0.8% | 1 | -2% | -8% | i | 2.0 | -0.8% | 0% | 7%
Cn1cccc1C(C#N)(CC#N)c1cccc(F)c1C#N (stereo not drawn) | -7% | -3.2% | 1 | -14% | -4% | i | 0.7 | 0.3% | 15% | 7%
CCOCCc1c(O)nc(SCC(=O)NCc2ccco2)[nH]c1=O | -6% | -22% | 1.1 | -4% | 1% | i | 1.9 | -2.0% | 17% | 8%
Cn1nc(-c2ccc3c(c2)OCCO3)c2ccccc2c1=O | -12% | -5.6% | 1.1 | -13% | -1% | i | 0.1 | 0.2% | 12% | 1%
Cc1cc(=O)[nH]c(SCC(=O)Nc2nc(-c3ccccc3)c(-c3ccccc3)o2)n1 | 8% | -5.8% | 1.2 | 7% | -5% | i | 0.3 | 8.1% | -17% | 8%
COC(=O)c1ccc(NC(=O)CSc2nnnn2C2CCCCC2)cc1 | -9% | -3.6% | 1.1 | 3% | -9% | i | 0.5 | -0.2% | 17% | 2%
Nc1nonc1C(=O)NCCNc1ccc([N+](=O)[O-])cn1 | -1% | -15% | 1 | 8% | 1% | i | 0.5 | 5.9% | 4% | 5%
OCCNC(=S)Nc1ccc(Cl)c(Cl)c1 | 0% | 3.5% | 1.1 | 0% | -5% | i | 0.9 | -0.8% | 0% | 2%
COCCNC(=O)C(c1ccc(Cl)cc1)N(CCOC)C(=O)CCC(=O)Nc1nccs1 (stereo not drawn) | -9% | -7.5% | 1 | -4% | -8% | i | 0.1 | -0.9% | -3% | 5%
CCc1ccc(C(=O)COC(=O)CCc2nc3ccccc3c(=O)[nH]2)cc1 | -29% | 3.7% | 1.2 | -27% | -6% | i | 0.2 | -1.7% | -6% | 1%
O=C(CSc1nc2ccccc2c(=O)n1-c1ccccc1)N1CCc2ccccc2C1 | 18% | -1.3% | 1.2 | 8% | -1% | i | 0.6 | -1.9% | -14% | 2%
COc1ccc(OC)c2[nH]c(=O)c(CCNC(=O)C(=O)c3c[nH]c4ccccc34)cc12 | 12% | -4.1% | 1.2 | 13% | -8% | i | 0.1 | -0.6% | -13% | 1%
O=C(NN1C(=O)C2C(C1=O)C1C=CC2C12CC2)c1ccc(Cl)cc1 (stereo not drawn) | x | x | x | x | -8% | i | 0.7 | x | -2% | -9%
CCOC(=O)Cn1nnnc1C(CC)N(Cc1cc2ccc(C)cc2[nH]c1=O)C1CCCC1 (stereo not drawn) | 15% | -1.7% | 1.1 | 7% | -5% | i | 0.8 | -1.2% | 18% | 17%
O=C(Nc1ccc(S(=O)(=O)N2CCOCC2)cc1)c1ccc(CN2CCc3ccccc3C2)cc1 | 10% | -7.5% | 1 | 11% | -5% | x | x | -5.0% | 1% | -4%
S=C(NCCCNC(=S)Nc1ccccc1)Nc1ccccc1 | 7% | -11% | 1.1 | 8% | -8% | i | 0.0 | -1.4% | -11% | 0%
CCC(C)Oc1cc(-c2ccnc(Nc3cccc(Cl)c3)n2)ccn1 (stereo not drawn) | x | x | x | x | -3% | i | 6.5 | x | 1% | 3%
CC1CCc2c(sc3ncnc(NCCN4CCOCC4)c23)C1 (stereo not drawn) | x | x | x | x | -6% | i | 2.4 | x | -1% | 0%
Cc1c(/C=N/NC(=O)c2cccnc2)cc(C#N)n1C | -1% | -2.1% | 1.1 | -1% | 8% | i | 0.3 | -0.6% | 1% | 7%
Cn1c(C(O)c2ccc(Br)cc2)nc(Cl)c1Cl (stereo not drawn) | x | x | x | x | -3% | i | 0.3 | x | -4% | -6%
C[N+]12CCC(CC1)C(OC(=O)C(O)(c1ccccc1)c1ccccc1)C2 (stereo not drawn) | 2% | -7.5% | 1.1 | 5% | -2% | i | 1.3 | -0.8% | 14% | 4%
CCCC(=O)Nc1ccccc1NC(=O)C1CCCCC1 | 8% | 0.4% | 1.1 | 8% | -5% | i | 0.7 | -1.5% | 0% | 9%
COc1ccc(S(=O)(=O)N2c3ccccc3OCC2c2ccccc2)cc1 (stereo not drawn) | 16% | -5.3% | 0.9 | 15% | -1% | i | 1.4 | -2.6% | -2% | 3%
COc1ccc(S(=O)(=O)N(CCCN2CCCC2=O)Cc2cc3c(C)cc(C)cc3[nH]c2=O)cc1 | -8% | -4.6% | 1 | -6% | 4% | i | 0.7 | -1.0% | 5% | 3%
Cc1ccc(-c2nnc(N3CCN(c4ccccn4)CC3)c3ccccc23)cc1 | 10% | -14% | 1.1 | 4% | 11% | i | 0.0 | x | -10% | 7%
CCOc1ccccc1C(=O)Nc1nnc(COC)s1 | -1% | 1.4% | 1.1 | 1% | -10% | i | 1.0 | -1.9% | -22% | 1%
CC(=O)c1ccc(N2CCN(C(=O)CCCc3nc4ccccc4s3)CC2)cc1 | 7% | -8.2% | 1 | 11% | -4% | i | 0.1 | 1.2% | 13% | 3%
CCN(CC)c1ccc(/C=N/NC(=O)c2ccco2)c(O)c1 | x | x | x | x | -3% | u | x | x | 6% | 5%
Cc1cc(C)cc(-n2c(SCC(=O)NCc3ccco3)nc3ccccc3c2=O)c1 | 2% | -9.5% | 1.1 | 4% | 0% | i | 0.7 | 2.6% | -2% | 0%
CC(C)OCCCNC(=O)CCSc1ccc(Cl)cc1 | 1% | -7.4% | 1.1 | 1% | -8% | i | 1.0 | 0.7% | 18% | 5%
CC1CN(C(=O)C2CCCC2)C(C)CN1C(=O)C1CCCC1 (stereo not drawn) | -1% | -2.6% | 1.1 | -2% | -8% | i | 0.1 | 7.6% | -8% | 2%
O=C(COc1ccc2c(C(F)(F)F)cc(=O)oc2c1)Nc1ccc2c(c1)OCCO2 | 3% | -9.5% | 1 | 2% | -8% | i | 0.7 | 0.2% | 4% | -4%
CC(=O)NCC(=O)OCC(=O)c1ccc2ccccc2c1 | -3% | -6.9% | 1.2 | -3% | 0% | i | 0.2 | -3.4% | -30% | 11%
Nc1c(C(=O)C2CC2)sc2nc3c(cc12)CCC3 | 3% | -2.6% | 1.2 | -4% | -3% | i | 2.0 | 0.0% | -21% | 10%
COc1ccc(C(=O)OCC2CC(c3ccccc3)N(C)O2)cc1 (stereo not drawn) | 4% | -5.9% | 1.1 | 0% | -5% | i | 3.2 | 1.4% | -6% | 7%
CCOC(=O)c1cc(C(=O)NN)c(=O)[nH]c1C | x | x | x | x | -5% | i | 0.6 | x | -10% | 1%
COc1ccc(CN2CCN(S(=O)(=O)c3ccc(F)cc3)CC2)c(OC)c1OC | 4% | -0.6% | 1.1 | 0% | -7% | i | 0.9 | 1.1% | 13% | -4%
CN(C)S(=O)(=O)Oc1ccc(C(=O)Nc2cccc(C(F)(F)F)c2)cc1 | 18% | -6.2% | 1.1 | 13% | 3% | i | 0.0 | x | -1% | -5%
COc1cccc(C(=O)Nc2nc(-c3ccc(S(=O)(=O)N4CCOCC4)cc3)cs2)c1 | 2% | -7.1% | 1 | 1% | 2% | i | 0.4 | x | -5% | 3%
Cc1ccc(SCC(=O)c2c(C)nc3ccccn23)cc1 | -3% | -5.3% | 1.1 | 1% | -1% | i | 0.6 | x | 8% | 5%
O=C(NCc1ccccc1F)C1CCCN1C(=O)NCc1ccccc1 (stereo not drawn) | -4% | -2.5% | 1.1 | 6% | -3% | i | 0.6 | -0.9% | 12% | 0%
O=S(=O)(c1ccc(F)cc1)N1CC2CCCN2c2ccc(C(F)(F)F)cc21 (stereo not drawn) | 7% | -2.8% | 1.1 | 6% | 3% | i | 1.8 | 7.8% | -5% | 9%
CNC(=S)NNC(=O)CNc1ccc(C)c(Cl)c1 | 2% | -6.6% | 1 | 2% | -4% | i | 0.0 | 0.2% | 20% | -4%
CCC(C)NC(=O)c1ccccc1NC(=O)c1ccc(CSc2ccccc2)cc1 (stereo not drawn) | 1% | -1.5% | 1 | -16% | -10% | i | 0.3 | 0.8% | 14% | 3%
O=C(CC(c1ccccc1)(c1ccccc1)c1ccccc1)N[C@@H](Cc1ccccc1)C(=O)O | 7% | -2.3% | 1.1 | -2% | -1% | i | 1.7 | 0.7% | -6% | 3%
COc1cccc(-n2c(SCC(N)=O)nc3ccccc3c2=O)c1 | 2% | -2.6% | 1 | 4% | -11% | i | 0.5 | 0.0% | 1% | 5%
CN1CCN(C(=S)NC(=O)/C=C/c2cccs2)CC1 | x | x | x | x | -7% | i | 0.9 | x | 1% | -1%
Cn1c(SCC(=O)Nc2sccc2C(N)=O)nnc1-c1ccncc1 | x | x | x | x | -3% | i | 0.5 | x | 2% | 7%
COc1ccc(-c2nn3cnnc3s2)cc1OC | 2% | 1.9% | 1.1 | -3% | -6% | i | 1.3 | -1.4% | -8% | 2%
